# Screening results as filed in PubChem.
# CD40 NFkB inh: inhibitors of CD40-induced NF-kB signaling, primary screen, BL2 cells, luciferase reporter, single point. CD40L-induced, 4 h. actives 0.94% (n = 83,000). AID 1053188, 2014. inhibition, % at 10 µM;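 active = mean inhibition of at least 50% with a set share of replicates also reaching that level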;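 also: 0% = neutral control wells and 100% = IKK inhibitor VII at 50 µM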
# * marks the source's active call; other numbers are inactive results; & = joins results of further samples; [ ] = remark or other dose.
SMILES	CD40 NFkB inh
CC(C)(C)c1cc(CCC(=O)N2CCC2)cc(C(C)(C)C)c1O	10
CC(C)N(C[C@H]1[C@H](c2ccccc2)[C@H](CO)N1S(C)(=O)=O)C(=O)CN(C)C	0[25 µM]
O=S(=O)(NCCS(=O)(=O)N1CCN(c2ccc(F)cc2)CC1)c1ccc(F)cc1	3
COc1ccc(COC(=O)CCS(=O)(=O)c2ccc(C)cc2)cc1F	0
CCn1c(SCC(O)c2ccccc2)nnc1-c1ccccc1 (stereo unspecified)	-24
COc1ccc2[nH]c(I)c(CCNC(C)=O)c2c1	-3[25 µM]
Cc1nnsc1C(=O)Nc1ccccc1	7
COc1ccc(-c2cccc(-c3nc(C(=O)O)cc4c3[C@@H](CCO)N([S@](=O)C(C)(C)C)C4)c2)cc1	-1

# Reformatted with each value named: entries from further up.
smiles: CC(C)N(C[C@H]1[C@H](c2ccccc2)[C@H](CO)N1S(C)(=O)=O)C(=O)CN(C)C
- CD40 NFkB inh: 0[25 µM]

smiles: O=S(=O)(NCCS(=O)(=O)N1CCN(c2ccc(F)cc2)CC1)c1ccc(F)cc1
- CD40 NFkB inh: 3

# Following part.
SMILES	CD40 NFkB inh
CC1CC(C)CN(S(=O)(=O)N2CCCC(C(=O)NCCc3ccccc3)C2)C1 (stereo unspecified)	24
COc1ccc(OC)c(S(=O)(=O)NCC(c2ccco2)S(=O)(=O)c2ccccc2)c1 (stereo unspecified)	3
CCC(C)NC(=O)c1cc(CC(C)C)on1 (stereo unspecified)	17
Cc1ccc(-c2nc(C)sc2CC(=O)NCc2ccco2)cc1	1
CCN(CC)CCNC(=O)C12CC3CC(C)(CC(C)(C3)C1)C2	10
CCNC(=O)[C@@H]1[C@@H](CO)[C@@H]2Cn3c(ccc(-c4ccncc4)c3=O)[C@@H]2N1Cc1cc(F)ccc1F	-5[25 µM]
CCN(CC(=O)Nc1c(F)cccc1F)C(=O)c1ccc(OCC(=O)N2CCOCC2)c(OC)c1	3
N#C[C@@H]1[C@H](c2ccccc2C2=CCCC2)[C@@H](CO)N1C(=O)c1ccccn1	7[25 µM]

# More structures.
SMILES	CD40 NFkB inh
Cc1noc(C)c1S(=O)(=O)N(C)C[C@H]1OCc2cnnn2CCCC(=O)N([C@H](C)CO)C[C@@H]1C	3[25 µM]
Cc1ccc(-c2nn(C)c(=O)c3ccccc23)cc1CNC(=O)c1ccco1	-1
O=C(Nc1cccc(/C=C/c2ccccn2)c1)c1ccc(-n2cncn2)c([N+](=O)[O-])c1	-24
COc1cccc(NC(=O)Nc2ccc3c(c2)C(=O)N(C)C[C@@H](OC)[C@H](C)CN[C@@H](C)CO3)c1	-7[25 µM]
CCCNC(=O)/C(C#N)=C1\N=C(NC(=O)c2ccco2)c2ccccc21	1
Cc1onc(-c2ccccc2Cl)c1C(=O)NC1CCCCCC1	-2
Cc1ccc(NC(=O)CCC(=O)N2CCN(S(=O)(=O)c3ccc(C)cc3)CC2)cc1	-5
O=C1CCSc2cccc3cccc(c23)N1	8

# Carrying on:
SMILES	CD40 NFkB inh
CO[C@@H]1CN(C)C(=O)c2cc(NS(=O)(=O)c3ccc(Cl)cc3)ccc2OC[C@H](C)N(C(=O)NC(C)C)C[C@@H]1C	-12[25 µM]
CC1=C(C)CC(C(=O)NC2CCN(C(C)C)CC2)C(C(=O)O)C1 (stereo unspecified)	4
CC(C)CC#Cc1ccc([C@H]2[C@H](CO)N3C(=O)CN(C(=O)NC4CCCC4)C[C@@H]23)cc1	4
C[C@H](O)C#Cc1ccc([C@H]2[C@H]3CN(CC4CC4)CCCCN3[C@H]2CO)cc1	-2[25 µM]
Cc1nn(C)cc1CNC(=O)c1cc2n(n1)C(C(F)(F)F)CC(c1cccs1)N2 (stereo unspecified)	15
CC(=O)NCc1ccc(C(=O)COC(=O)COc2ccccc2)s1	2
COc1ccccc1-c1cccc(-c2nc(C(=O)N3CCN(C)CC3)cc3c2[C@H](CCO)N([S@@](=O)C(C)(C)C)C3)c1	-3[25 µM]
CC1=C(C(=O)Nc2ccccc2)C(c2ccc(C)o2)N2C(=O)CSC2=N1 (stereo unspecified)	18

# (further entries)
SMILES	CD40 NFkB inh
COc1ccc(S(=O)(=O)N(C)C[C@@H]2Oc3c(NC(=O)Nc4c(C)noc4C)cccc3C(=O)N([C@H](C)CO)C[C@H]2C)cc1	-5[25 µM]
COc1ccc(-c2noc(CCCC(=O)NCC3CCCO3)n2)cc1 (stereo unspecified)	-3
O=C(NC1CCCCCCC1)c1cnccn1	-13
Cc1ccc(NC(=O)C2(C)CCN2C(C)C)cc1C (stereo unspecified)	-24
O=C(NC1CCN(c2ncccn2)CC1)c1ccccc1F	3
Cc1ccc(Cc2nnc(SCC(=O)Nc3c(C)cccc3C)[nH]c2=O)cc1	1
CCOC(=O)N1CCN(Cc2cn[nH]c2-c2ccc(-c3ccccc3)cc2)CC1	-15
CCCCn1c(N)c(N(CC(C)C)C(=O)C(C)SCc2nc3sc(C)c(C)c3c(=O)[nH]2)c(=O)[nH]c1=O (stereo unspecified)	-1

# (further entries)
SMILES	CD40 NFkB inh
O=C(NCc1cccnc1)c1noc2c1CCCC2	10
Cc1ccccc1NC(=O)Nc1cc(S(N)(=O)=O)ccc1C	7
C[C@@H]1CN([C@@H](C)CO)C(=O)c2cc(-c3cccc(C(=O)N(C)C)c3)cnc2O[C@H]1CN(C)S(=O)(=O)c1ccc(F)cc1	-8[25 µM]
Cc1nc2cc(S(=O)(=O)C(F)(F)F)ccc2s1	14
COc1cc(C(=O)OCC(=O)NCCC2=CCCCC2)ccc1OCC(C)C	0
c1ccc(-c2[nH]ncc2CN2CCN(Cc3ccc4c(c3)OCO4)CC2)cc1	3
Cc1ccc(S(=O)(=O)N2CCN(C(=O)COC(=O)/C=C/c3ccccc3F)CC2)c(C)c1	-10
COc1ccc(-n2cc(CN3CCCC3)c(-c3cccc(F)c3)n2)cc1	-38

# (cont.)
SMILES	CD40 NFkB inh
Cc1ccc2[nH]c(-c3ccccc3)c(CN3CCN(C)CC3)c(=O)c2c1	-7
Nc1nonc1-n1nnc(C(=O)N/N=C/c2cccc(Cl)c2)c1CN1CCCC1	5
c1ccc(N2CCN(c3cnccn3)CC2)nc1	-15
CCN(c1ccccc1)S(=O)(=O)c1ccc(Oc2ccc([N+](=O)[O-])cc2)nc1	5
C[C@H]1CCCCO[C@@H](CN(C)C(=O)CCCN(C)C)[C@@H](C)CN([C@@H](C)CO)C(=O)c2cc(NS(=O)(=O)c3ccc(Cl)cc3)ccc2O1	-11[25 µM]
COc1ccc2c3c([nH]c2c1)[C@H](CO)N(C(=O)NC(C)C)CC31CN(C(=O)c2ccncc2)C1	-6[25 µM]
Nc1c(C(=O)N2CCOCC2)sc2nc3c(cc12)CCC3	-51
Cc1noc(C)c1S(=O)(=O)N1CCC(C(=O)NCCCN2CC(C)CC(C)C2)CC1 (stereo unspecified)	5

# The results go on.
SMILES	CD40 NFkB inh
CC(NC(=O)CNC(=O)c1ccccc1F)c1ccc(-n2ccnc2)cc1 (stereo unspecified)	13
COc1ccc(-n2c(=O)[nH]c3cc(C(=O)NCCc4ccccc4)ccc3c2=O)cc1OC	11
CC(C)CNC(=O)c1cccc(C(=O)NCC(C)C)c1	3
CCC(C)NC(=O)COC(=O)c1cc([N+](=O)[O-])ccc1Sc1nc(C)cs1 (stereo unspecified)	2
COc1ccc(Cl)cc1C(=O)NCC(C)C	6
Cc1ccc(CNC(=O)c2cc(C3CC3)nc3c2cnn3C(C)C)cc1	7
COc1ccc(-c2csc(NC(=O)c3ccc(S(C)(=O)=O)cc3)n2)cc1	-27
CC=Cc1ccc2n(c1=O)C[C@H]1[C@H](CO)[C@@H](C(=O)NC3CCC3)[C@@H]2N1C(=O)c1ccccn1 (mixture of isomers)	4[25 µM]

# (continued)
SMILES	CD40 NFkB inh
Cc1ccc(S(=O)(=O)Nc2cccc(C(=O)NCCCN3CCOCC3)c2)cc1F	4
O=C(NC1CC1)c1ccc2c3c(cccc13)CC2	3
COc1ccccc1S(=O)(=O)N(C)C[C@@H]1OCc2ccccc2-c2c(n(C)c3ccccc23)C(=O)N([C@H](C)CO)C[C@@H]1C	4
CC(=O)Oc1ccc2c(=O)c(Oc3ccccc3[N+](=O)[O-])coc2c1	-8
CC(C)c1ccc(C(=O)COC(=O)C(O)c2ccccc2)cc1 (stereo unspecified)	-79
Cc1ccc(/C=N/NC(=O)c2nn(C)cc2Cl)cc1	-40
Cc1cc(C)n(C/C=C/Cn2nc(C)cc2C)n1	-2
O=S1(=O)N=C2CCCCCN2C(c2ccc(Br)cc2)N1 (stereo unspecified)	-10

# No new results follow: entries from further up.
SMILES	CD40 NFkB inh
Cc1ccc(S(=O)(=O)Nc2cccc(C(=O)NCCCN3CCOCC3)c2)cc1F	4
O=C(NC1CC1)c1ccc2c3c(cccc13)CC2	3
COc1ccccc1S(=O)(=O)N(C)C[C@@H]1OCc2ccccc2-c2c(n(C)c3ccccc23)C(=O)N([C@H](C)CO)C[C@@H]1C	4
CC(=O)Oc1ccc2c(=O)c(Oc3ccccc3[N+](=O)[O-])coc2c1	-8
CC(C)c1ccc(C(=O)COC(=O)C(O)c2ccccc2)cc1 (stereo unspecified)	-79
Cc1ccc(/C=N/NC(=O)c2nn(C)cc2Cl)cc1	-40

# Continued.
SMILES	CD40 NFkB inh
Cc1cc(C)n(CC(O)CN(c2ccccc2)S(=O)(=O)c2ccc3ccccc3c2)n1 (stereo unspecified)	10
CC(=O)c1cc(-c2ccccc2)n(CCC(=O)NC2CCCCCC2)c1C	2
COc1ccccc1Oc1c(C)oc2c(CN3CCN(CCO)CC3)c(O)ccc2c1=O	7
Cc1nn(-c2ccccc2)c(C)c1NC(=O)COC(=O)CCc1ccccc1	1
CC(C)N(C[C@H]1[C@H](c2ccccc2)[C@@H](CO)N1S(C)(=O)=O)C(=O)CN(C)C	-5[25 µM]
CC1CCN(C(=O)C2CCN(S(=O)(=O)N3CCC4(CC3)OCCO4)CC2)CC1	-4
COC(=O)Nc1ccc(OC)c(OC)c1	9
O=C(Nn1cnnc1)c1ccncc1	-1

# (next part)
SMILES	CD40 NFkB inh
O=C(Nc1ccc2c(c1)CCC2)c1cnccn1	-40
Cc1ccc(/C=N/n2cnc3sc(-c4ccccc4)cc3c2=O)o1	-37
CC(C)Cc1nnc(N)s1	18
CCC(=O)N1[C@H](C(=O)N2CCCCC2)[C@@H](CO)[C@@H]2Cn3c(ccc(-c4cccc(F)c4)c3=O)[C@@H]21	-20[25 µM]
COc1ccc2c3c(n(C)c2c1)[C@@H](CO)NCC31CN(Cc2ccccc2Cl)C1	18[25 µM]
CC(=O)c1ccccc1OCCOc1ncnc2sccc12	4
Cc1nc2nc(C)c(CCC(=O)N3CCN(c4ccccc4)CC3)c(C)n2n1	9
COC(=O)[C@H]1[C@H](CO)[C@H]2Cn3c(ccc(-c4ccccc4)c3=O)[C@H]2N1Cc1ccccc1F	15[25 µM]

# Continued.
SMILES	CD40 NFkB inh
COc1ccc(NS(=O)(=O)c2cccc(C(=O)NCC(c3ccc(OC)cc3)N3CCCCC3)c2)cc1 (stereo unspecified)	4
Cc1ccc(NC(=O)CN(C)C(=O)C2CC(=O)N(Cc3ccccc3)C2)cc1 (stereo unspecified)	-6
Cc1ccc2c(CSc3nnnn3C)cc(=O)oc2c1	4
O=C(CSc1nc2ccccc2o1)Nc1nccs1	3
O=C1NCC(COCC2CC=CCC2)O1 (stereo unspecified)	6
O=C(Nc1ccc(F)cc1)N1CC(=O)N2[C@@H](CO)[C@@H](c3ccc(C#Cc4cccnc4)cc3)[C@@H]2C1	24[25 µM]
CC(C)Cn1c(SCC(=O)N2CCOCC2)nc2ccccc2c1=O	21
CC(C)(C)NC[C@H](O)COc1nsnc1N1CCOCC1	3

# (cont.)
SMILES	CD40 NFkB inh
C[C@H](CO)N1C[C@H](C)[C@H](CN(C)S(=O)(=O)c2ccccc2F)Oc2cc(-c3ccccc3)ccc2S1(=O)=O	18[25 µM]
COCC(=O)N1CCCCN2[C@H](CO)[C@H](c3ccc(C#Cc4cccnc4)cc3)[C@H]2C1	-7[25 µM]
COc1ccc(NC(=O)Nc2ccc3c(c2)[C@H]2C[C@H](CC(=O)NCC(F)(F)F)O[C@@H](CO)[C@H]2O3)cc1	-5[25 µM]
CCOC(=O)C(Cc1cc(C(C)=O)ccc1OC(C)C)C(=O)OCC	18
O=C(COC(=O)C1=COCCO1)Nc1ccc(F)c(F)c1	-18
O=C(CNC(=O)c1cccs1)NCCN1CCC(Cc2ccccc2)CC1	-11
O=C(C1CC1)N1C[C@@H]2[C@H](c3ccccc31)[C@H](CO)N2C(=O)c1ccccc1	1[25 µM]
CC(=O)c1c(C)nc(-c2ccc(OCC(=O)Nc3ccc(F)cc3)cc2)n1O	9

# (list continues)
SMILES	CD40 NFkB inh
COc1ccc(NC(=O)N2[C@@H]3CNC[C@H]2C3c2ccc(/C=C/c3ccccc3)cc2)cc1 (stereo partly specified)	1&-42[25 µM]
CCOC(=O)c1c[nH][nH]c1=O	9
COCc1cc(=O)n2[nH]c(C)c(-c3ccc(Cl)cc3)c2n1	11
N#Cc1cccc(-c2ccc3c(c2)[C@H]2[C@H](CCN2Cc2ccc4c(c2)OCO4)[C@H](CO)N3)c1	4[25 µM]
CC1CN(C(=O)c2ccc(COCC(F)(F)F)o2)CC(C)O1 (stereo unspecified)	3
O=C(Nc1ccc2nc(N3CCOCC3)sc2c1)c1ccc(F)cc1	-13
O=C(Nc1ccccn1)C1CCN(C(=O)Nc2ccccc2)CC1	-16
Cn1c(=O)[nH]c(=O)c2c1nc(SCCN1CCCCC1)n2CCCc1ccccc1	1

# (list continues)
SMILES	CD40 NFkB inh
O=C1CNC[C@H]2[C@@H](c3ccc(C4=CCCC4)cc3)[C@@H](CO)N12	-19[25 µM]
CN(C)C(=O)N1CCC(C(=O)N2CCCC(C(=O)c3cccc4ccccc34)C2)CC1 (stereo unspecified)	-19
O=C(Nc1ccc(Cl)cc1)NC1CCCCNC1=O (stereo unspecified)	-35
CCOC(=O)C1CCCN(S(=O)(=O)c2nc3nc(C)cc(C)n3n2)C1 (stereo unspecified)	4

# Some of the compounds tested; rates above refer to the full screens.
